# Fh CTSL1 inh = Fasciola hepatica cathepsin L1 inhibitors, primary screen, counter-screen for PFM18AAP inhibitor project, biochemical, QFRET, fluorogenic peptide substrate. recombinant F. hepatica cathepsin L1, Z-Leu-Arg-MCA fluorescence. inhibition, % at 5.96 µM. actives 0.49% (n = 300,000);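 active means inhibition above the mean of all tested compounds plus 3 SD, set per screening campaign, cut at about 17% in these data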;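 further: 0% = plate median of test compound wells and 100% = 1 µM Z-Phe-Ala-diazomethylketone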
# PP1 counter = PP1-alpha phosphatase inhibitors, primary screen, counter-screen for PP5 inhibitor project, biochemical, fluorescence, OMFP substrate, single point; Serine/threonine-protein phosphatase PP1-alpha catalytic subunit (Homo sapiens), P62136; purified PP1alpha; inhibition, % at 6.7 µM; actives 0.9% (n = 320,000); AID 2235, 2010;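 active means inhibition above the mean inhibition of all tested compounds plus 3 SD, computed separately for each screening campaign, cut at about 15% in these data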
# core dimer inh = inhibitors of HCV core protein dimerization, primary screen, biochemical, TR-FRET, high-throughput | TR-FRET GST/Flag-core106 dimerization, 1536-well | inhibition, % at 5 µM | actives 0.33% (n = 300,000);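 active means inhibition above the mean of all tested compounds plus 3 SD, set per screening campaign, cut at about 45% in these data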
#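 Assay system: Tagged HCV core106 pair (GST and Flag) | Buffer or medium: KF-containing HEPES buffer, pH 7.45, DTT, CHAPS, BSA | Also added: Eu donor and XL665 acceptor anti-tag antibodies | Dosing: One concentration, 5 µM, in 0.5% DMSO | Timing: 4 h at 22.5 °C | Technique: TR-FRET 671 and 617 nm emission | Repeats: Singlicate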
# VLA-4 inh = inhibition in human VLA-4 binding assay, primary screen, VLA-4 allosteric modulator project, MLPCN library, flow cytometry, VLA-4 expressing cells. Integrin alpha-4 (Homo sapiens), P13612. ligand binding flow cytometry. inhibition, % (about 7 µM as worked out from the volumes in the protocol). actives 0.2% (n = 330,000). AID 2557, 2010; in the data active means inhibition above about 50%
# procasp3 activ = activators of human procaspase-3 D3A mutant, primary screen, biochemical, absorbance, PC-3 D3A mutant, single concentration; Caspase-3 (Homo sapiens), P42574; recombinant procaspase-3 D3A, Ac-DEVD-pNA absorbance 405 nm; activation, % at 8.5 µM; actives 0.11% (n = 330,000);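 active means activation above the mean of all tested compounds plus 3 SD, cut at about 21% in these data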;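 further: 0% = DMSO alone and 100% = DMSO wells spiked with extra 5 µM PC-3 D3A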
# Target sequence (P42574 whole entry D9A/D28A/D175A): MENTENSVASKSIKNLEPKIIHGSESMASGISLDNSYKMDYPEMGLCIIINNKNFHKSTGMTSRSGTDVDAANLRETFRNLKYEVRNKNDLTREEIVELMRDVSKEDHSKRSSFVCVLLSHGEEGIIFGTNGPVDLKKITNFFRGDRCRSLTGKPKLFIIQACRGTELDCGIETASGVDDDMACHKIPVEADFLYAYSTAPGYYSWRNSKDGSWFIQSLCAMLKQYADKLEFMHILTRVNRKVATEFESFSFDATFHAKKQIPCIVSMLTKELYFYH
#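 material = Procaspase-3 D3A mutant | probe or stimulus = Ac-DEVD-pNA | compound = single dose, 8.5 µM nominal compound, 0.8% DMSO | timing = 1 h preincubation, 2 h reaction | measured by = 405 nm absorbance of p-nitroaniline, reads at 0 and 120 min | benchmarks = DMSO-only low control, 5 µM PC-3 D3A high control | repeats = singlicate, each compound tested once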
# GASC-1 inh = inhibitors of GASC-1 histone demethylase, primary screen, biochemical, fluorescence, DELFIA europium. Lysine-specific demethylase 4C (Homo sapiens), Q9H3R0. GST-JMJD2C(1-420) H3K9me3 demethylation. inhibition, % at 2.35 µM. actives 0.069% (n = 330,000). AID 2099, 2009;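 active means more than half of a compound's replicate wells show inhibition beyond 50%, single wells judged on their own value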;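 further: signal counts dimethyl H3K9 product captured on neutravidin plate; 0% = median of DMSO wells and 100% = 0.3 times that DMSO median; strong numbers were not always called active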
# Target sequence (Q9H3R0 1-420 limits assumed): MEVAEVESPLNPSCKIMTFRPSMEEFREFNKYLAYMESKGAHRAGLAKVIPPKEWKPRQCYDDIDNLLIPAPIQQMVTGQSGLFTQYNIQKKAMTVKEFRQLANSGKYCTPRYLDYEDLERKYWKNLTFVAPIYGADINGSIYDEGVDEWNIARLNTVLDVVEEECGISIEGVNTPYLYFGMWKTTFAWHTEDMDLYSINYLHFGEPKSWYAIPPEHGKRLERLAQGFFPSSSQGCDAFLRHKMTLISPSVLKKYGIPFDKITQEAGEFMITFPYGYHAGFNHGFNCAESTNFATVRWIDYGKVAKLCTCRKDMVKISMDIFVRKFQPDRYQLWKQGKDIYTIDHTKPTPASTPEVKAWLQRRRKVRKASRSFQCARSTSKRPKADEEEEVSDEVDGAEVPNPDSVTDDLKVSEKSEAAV
# PP5 inh = PP5 phosphatase inhibitors, primary screen, biochemical, fluorescence; inhibition, % at 6.7 µM; purified PP5c, OMFP substrate fluorescence; actives 0.18% (n = 320,000); Serine/threonine-protein phosphatase 5 (Homo sapiens), P53041;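 active means inhibition above the campaign's mean inhibition across all tested compounds plus 3 SD, cut at about 9.5% in these data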;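 further: 0% = DMSO only and 100% = 100 µM cantharidin control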
# GRK2 aptamer HTS = compounds blocking aptamer binding on GRK2 – biochemical, human GRK2, bead flow cytometry, HTS, primary screen; FAM-aptamer displacement from GRK2; inhibition of aptamer binding, % at 10 µM; actives 0.59% (n = 330,000); AID 488847, 2010;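 active means inhibition of aptamer binding above 40%, roughly 3 SD of noise, on plates passing a quality check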;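 further: median bead fluorescence of bound FAM aptamer so fluorescent compounds give negative values; no value below 0 was filed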
# procasp7 counter = procaspase-7 activators, primary screen, counter-screen for procaspase-3 activator project, biochemical, absorbance, HTS, human; actives 0.093% (n = 330,000); AID 463210, 2010; activation, % at 8.5 µM; recombinant procaspase-7, Ac-DEVD-pNA absorbance 405 nm; D23A/D198A/D206A triple mutant, cannot self-cleave; scale: DMSO 0, 5 µM enzyme 100;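 active means percent activation above the screen-wide mean plus 3 SD, cut at about 25% in these data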
# Target sequence (P55210 whole entry D23A/D198A/D206A): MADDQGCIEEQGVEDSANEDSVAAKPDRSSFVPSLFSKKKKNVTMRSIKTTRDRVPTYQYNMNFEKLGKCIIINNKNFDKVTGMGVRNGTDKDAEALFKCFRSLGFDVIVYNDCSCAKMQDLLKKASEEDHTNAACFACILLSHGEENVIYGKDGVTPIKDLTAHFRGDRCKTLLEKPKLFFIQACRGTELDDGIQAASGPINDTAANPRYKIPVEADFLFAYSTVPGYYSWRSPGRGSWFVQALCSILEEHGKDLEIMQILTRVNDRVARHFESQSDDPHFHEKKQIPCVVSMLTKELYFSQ
#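 Assay system: Uncleavable procaspase-7 mutant enzyme | Input: 2 µM procaspase-7 mutant as dispensed | Timing: 1 h compound preincubation, 2 h substrate cleavage, 25 °C | Repeats: One well per compound | Control set: DMSO wells as 0%, DMSO with 5 µM added PC-7 as 100% | Technique: Epi-absorbance of released pNA at 405 nm, two timepoints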
# Numbers without * were called inactive; . = no result given. Rows are unselected. Share with any hit: about 2.6%.
mol | Fh CTSL1 inh | PP1 counter | core dimer inh | VLA-4 inh | procasp3 activ | GASC-1 inh | PP5 inh | GRK2 aptamer HTS | procasp7 counter
COc1ccc(OC)c(CN2CCN(C(=O)c3cccc(S(=O)(=O)Nc4ccc(C)cc4)c3)CC2)c1 | 1 | -3 | 3 | -4 | 10 | -12 | 0.5 | 0 | -1
O=C(C1=C[C@H](c2coc3ccccc3c2=O)C[C@H](OCc2ccc(CO)cc2)O1)N1CCN(Cc2ccccc2)CC1 | 0 | 3 | -1 | . | 12 | -14 | 4.1 | . | 6
O=c1c2c3c(sc2nc2n1CCC2)CCCC3 | 0 | 0 | 0 | 5 | -6 | 6 | 1.4 | 1 | 5
CC1(C)Oc2ccc3ccc(=O)oc3c2[C@@H](O)[C@@H]1O | . | 0 | . | 0 | 0 | -116 | 3.4 | 1 | 1
O=C1CCN(S(=O)(=O)c2ccc(Br)cc2)CCN1 | -4 | 2 | 0 | 0 | 1 | -2 | 0.5 | 0 | 13
Nc1ccc(Sc2nc3ccccc3[nH]2)cc1 | -4 | -4 | 1 | 5 | 3 | 0 | -1.3 | 1 | -4
CCOC(=O)c1c(C(C#N)C#N)cc(C)nc1C | 3 | 1 | -5 | -4 | -1 | 18 | 0.1 | 0 | -4
CSc1ccc(S(=O)(=O)N2CCC(C(=O)NCc3cccnc3)CC2)cc1 | -7 | -6 | 3 | 8 | -3 | -12 | 1.0 | 3 | -6
O=C(O)c1c(Cl)c(Cl)c(Cl)c(Cl)c1C(=O)N1CCCC1 | 6 | -1 | 1 | 3 | 2 | 3 | -1.2 | 7 | 8
CC(C)c1cccc(C(C)C)c1OCCCCCN1CCOCC1 | 0 | 2 | 0 | -2 | 15 | -10 | -0.2 | 1 | 5
Cc1ccc(Nc2nc(NCC3CCCO3)nc(N)c2[N+](=O)[O-])cc1C (configuration not stated) | 4 | 2 | 8 | 15 | 1 | 15 | -0.1 | 5 | 6
O=Cc1cn(CC(=O)N2CCOCC2)c2ccccc12 | -1 | -1 | -8 | 13 | 10 | -4 | 0.8 | 2 | 5
COc1cc(C)ccc1OCc1cc(C(=O)N(Cc2nccn2C)C(C)C)no1 | 14 | -4 | -16 | -8 | 1 | 1 | 3.3 | 0 | 10
O=C(N/N=C/C=C/c1ccccc1)c1cnccn1 | -2 | 0 | -5 | 10 | 2 | 12 | 0.0 | 6 | -2
Cc1ccccc1Cn1nc(C)c(NC(=O)C2c3ccccc3Oc3ccccc32)c1C | 2 | -1 | 8 | -7 | 3 | 9 | 3.1 | 0 | 5
Fc1ccccc1NC(=S)NCc1ccc(Cl)cc1 | 2 | 0 | 0 | 3 | -2 | -2 | 2.8 | 1 | 5
CCN(CC)CCCN1C(=O)C(=O)/C(=C(/O)c2cc(C)ccc2C)C1c1cccnc1 (configuration not stated) | -6 | 3 | -9 | -1 | 5 | -7 | -0.5 | 1 | 8
COc1ccccc1NC(=O)NC1(C(=O)N2CCC(C)CC2)CCCCC1 | 0 | 5 | 5 | 3 | 4 | 1 | 1.4 | 0 | -10
O=C(C1=NN(c2ccccc2)C2C(=O)N(c3ccc(Cl)cc3)C(=O)C12)c1ccccc1 (configuration not stated) | -3 | 12 | 11 | -1 | -43 | 3 | 3.9 | 0 | -23
O=[N+]([O-])c1ccc(/C=N/N2CCN(c3ccncc3S(=O)(=O)N3CCCCC3)CC2)cc1 | -3 | -2 | 3 | 3 | 7 | -4 | 3.0 | 0 | 6
O=C(Nc1cc(Sc2ccccn2)cc([N+](=O)[O-])c1)c1ccc([N+](=O)[O-])cc1 | 3 | 16* | 9 | -1 | 0 | . | 4.5 | 0 | 12
O=C(O)Cn1cnc2c(=S)nc[nH]c21 | 4 | 0 | -1 | -4 | -9 | 12 | 0.6 | 0 | -1
CCCC(=O)NC(c1ccc(OC)cc1)c1c(O)ccc2ccccc12 (configuration not stated) | 5 | 0 | 3 | 9 | 2 | -10 | 2.7 | 1 | 3
CN(C)S(=O)(=O)c1ccc2c(c1)nc1n2CCC1 | -1 | -4 | -4 | 7 | -2 | -2 | 1.1 | 0 | 8
CC1CCCCC12NC(=O)N(CC(=O)Nc1ccc(N3CCOCC3)cc1)C2=O (configuration not stated) | 0 | -3 | 3 | 15 | 3 | -1 | 2.0 | 1 | -7
COc1ccc(C)cc1NC(=O)C1CCCN(S(=O)(=O)c2ccc(-n3cnnn3)cc2)C1 (configuration not stated) | 1 | -1 | 0 | -14 | -2 | 3 | 2.8 | 0 | -4
COC(=O)C(Cc1cncn1COCc1ccccc1)NC(=O)OC(C)(C)C (configuration not stated) | -2 | 1 | -2 | -5 | -6 | 6 | 0.9 | 0 | -3
COc1ccc(-n2cnnc2SCC(=O)Nc2nc(C)c(Cl)cc2Cl)cc1 | 3 | -2 | 0 | 16 | 5 | 2 | 2.0 | 1 | 5
CCOC(=O)CNS(=O)(=O)Cc1ccccc1 | . | -6 | . | -6 | -4 | 3 | -0.4 | 0 | -3
CCn1c(SCC(=O)NCCc2ccc(Cl)cc2)nnc1-c1cccs1 | -1 | 3 | 5 | 4 | 6 | 3 | 2.1 | 4 | 4

# Following part:
Structure,Fh CTSL1 inh,PP1 counter,core dimer inh,VLA-4 inh,procasp3 activ,GASC-1 inh,PP5 inh,GRK2 aptamer HTS,procasp7 counter
Cc1ccc(-c2ocnc2C(=O)N2CCN(C(=O)c3cccs3)CC2)cc1,-1,4,-1,-3,-2,1,-5.1,0,-3
COc1ccc(NC(=O)c2ccc(COCC(F)(F)C(F)F)cc2)cc1,-2,0,-2,-9,-3,-3,1.1,2,1
COc1ccc(CN2CCNC(=O)C2CC(=O)N(C)CC2CCOCC2)c(F)c1 (configuration not stated),-1,-8,-4,-2,3,0,1.9,4,-1
COCCNCC(O)CON=C1c2ccccc2-c2ccccc21 (configuration not stated),0,1,-3,-12,-2,3,-1.0,0,4
Cc1cc(=O)[nH]c(N/N=C/c2ccc(Cl)cc2Cl)n1,-1,-4,3,4,7,-5,-0.6,0,-9
COC(=O)c1sc(NC(=O)c2c(-c3ccccc3)noc2C)nc1C,2,-3,-12,-4,-3,1,1.5,0,5
O=C(O)c1ccccc1SCC(=O)N1c2ccccc2Sc2ccccc21,-3,-1,5,-15,4,9,3.2,0,1
Fc1cccc2sc(Nc3nc4ccccc4s3)nc12,2,-7,13,6,-6,-10,-0.2,2,5
Cc1ccc(CCNC(=O)C2CCN(S(=O)(=O)c3c(C)nn(C)c3C)CC2)cc1,-3,-2,-2,21,4,0,-0.7,2,-3
Cc1nn(-c2ccccc2)c(OC(=O)c2cccs2)c1S(=O)(=O)c1ccccc1,-4,-4,4,-2,-14,-1,1.5,0,6
O=C(NCCc1ccco1)C(=O)NCC1OCCCN1S(=O)(=O)c1ccccc1 (configuration not stated),0,2,0,6,2,6,3.0,2,3
Cn1c(=O)c2sccc2n(Cc2cccc(Br)c2)c1=O,0,0,10,10,1,-1,-3.3,0,7
O=C(Nc1ccc2c(c1)OCO2)c1cnn2c1NC(c1ccco1)CC2C(F)(F)F (configuration not stated),-1,1,-1,-4,0,4,2.4,4,-11
COc1ccc(C(=O)NC(=S)Nc2ccc(NC(=O)c3ccco3)cc2)cc1[N+](=O)[O-],-3,0,28,19,3,1,-0.7,0,-3
COc1ccc(N(C(=O)Cc2cccs2)C2C=CS(=O)(=O)C2)cc1 (configuration not stated),-1,-2,8,11,0,-20,0.4,2,5
COc1ccccc1CCNC(=O)CCNS(=O)(=O)c1ccc(NC(C)=O)cc1,.,-5,.,-1,6,21,0.3,0,-3
O=C(N/N=C/c1cn(-c2ccccc2)nc1-c1cc2ccccc2o1)c1cccnc1,1,0,15,-8,7,2,5.0,2,1
Cc1ccc(S(=O)(=O)N2CC(O)CC2C(=O)OCC(=O)Nc2ccc([N+](=O)[O-])cc2C(F)(F)F)cc1C (configuration not stated),.,.,.,8,-1,2,.,5,-6
COc1ccc(OC)c(C(c2nnnn2Cc2ccco2)N2CCN(C)CC2)c1 (configuration not stated),-2,4,6,3,-8,-2,-1.1,0,15
COc1ccccc1CNC(=S)NCc1ccc(Cl)cc1,2,-4,3,6,5,-25,3.4,0,-8
CCCCc1ncc(CN2CCN(Cc3ccc(C)cc3)C(CCO)C2)[nH]1 (configuration not stated),1,-7,0,0,6,1,-1.3,0,6
O=C(CSc1cccc[n+]1[O-])NCCCc1ccccc1,0,0,-1,7,-2,-40,-1.0,2,8
CCOc1ccc(-c2nnc3ccc(SCC(=O)Nc4cc(C)on4)nn23)cc1,-4,2,5,10,-10,23,-1.2,4,2

# Grouped by structure, the compounds so far with a Cl atom
Structure,Fh CTSL1 inh,PP1 counter,core dimer inh,VLA-4 inh,procasp3 activ,GASC-1 inh,PP5 inh,GRK2 aptamer HTS,procasp7 counter
O=C(O)c1c(Cl)c(Cl)c(Cl)c(Cl)c1C(=O)N1CCCC1,6,-1,1,3,2,3,-1.2,7,8
Fc1ccccc1NC(=S)NCc1ccc(Cl)cc1,2,0,0,3,-2,-2,2.8,1,5
O=C(C1=NN(c2ccccc2)C2C(=O)N(c3ccc(Cl)cc3)C(=O)C12)c1ccccc1 (configuration not stated),-3,12,11,-1,-43,3,3.9,0,-23
COc1ccc(-n2cnnc2SCC(=O)Nc2nc(C)c(Cl)cc2Cl)cc1,3,-2,0,16,5,2,2.0,1,5
CCn1c(SCC(=O)NCCc2ccc(Cl)cc2)nnc1-c1cccs1,-1,3,5,4,6,3,2.1,4,4
Cc1cc(=O)[nH]c(N/N=C/c2ccc(Cl)cc2Cl)n1,-1,-4,3,4,7,-5,-0.6,0,-9
COc1ccccc1CNC(=S)NCc1ccc(Cl)cc1,2,-4,3,6,5,-25,3.4,0,-8
